AmpC inh det = blocks E. coli AmpC beta-lactamase in presence of detergent; hit rate 0.09% among 71,000; purified AmpC, nitrocefin hydrolysis with detergent; P00811; Potency, µM (top dose mostly 28.7 µM), without a hit: top-dose activity change, negative = inhibition; active = well fitted curve in the direction sought with a large enough effect
Target sequence (P00811 whole entry, looked up): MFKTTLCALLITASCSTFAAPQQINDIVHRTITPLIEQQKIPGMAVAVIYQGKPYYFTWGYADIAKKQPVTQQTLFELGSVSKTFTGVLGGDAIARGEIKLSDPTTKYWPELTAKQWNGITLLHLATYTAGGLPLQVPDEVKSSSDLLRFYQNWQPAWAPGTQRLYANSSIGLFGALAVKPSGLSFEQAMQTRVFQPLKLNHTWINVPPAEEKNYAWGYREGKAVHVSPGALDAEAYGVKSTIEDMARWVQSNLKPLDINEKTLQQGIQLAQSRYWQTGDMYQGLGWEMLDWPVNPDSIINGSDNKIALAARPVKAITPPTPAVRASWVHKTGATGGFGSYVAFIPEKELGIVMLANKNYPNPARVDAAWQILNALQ
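E. coli AmpC (5.3 nM) in 20 mM phosphate pH 7.0 with 0.01% Triton X-100, preincubated 15 min RT with compound; nitrocefin (2 uL of 800 uM stock) hydrolysis followed by 480 nm absorbance every 20 s over 4 min.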
Active calls of the source: *; & = joins results of further samples; [ ] = another dose, or the depositor's remark. % is set by controls: 0 for no effect and ±100 for the full control effect; potency is the fitted concentration of half-maximal effect. Only part of the results is shown (hit frequency here may not be typical).

Screening CCCNC[C@H](O)COc1ccccc1C(=O)CCc1ccccc1 returned AmpC inh det -2%[12.8 µM].
COc1ccccc1N1CCN(C(CNC(=O)c2ccco2)c2cccnc2)CC1 (stereo unspecified) was read as AmpC inh det 10%.
For CCCOc1ccccc1C1C(C(=O)OC)=CN(C(C)C)C=C1C(=O)OC the results were AmpC inh det -3%.
For CC[C@H](C)[C@@H]1O[C@]2(CC[C@@H]1C)C[C@H]1C[C@H](CC=C(C)[C@@H](O[C@H]3C[C@H](OC)[C@H](O[C@H]4C[C@H](OC)[C@H](O)[C@H](C)O4)[C@H](C)O3)[C@@H](C)C=CC=C3CO[C@@H]4[C@@H](O)C(C)=C[C@H](C(=O)O1)[C@@]34O)O2 the results were AmpC inh det -6%.
`Cc1nc(C)n(C(=O)N(c2ccccc2)c2ccccc2)n1` gave AmpC inh det -3%.
Cc1cc(NC(=O)CCC(=O)N(c2cccnc2)C(C(=O)NC2CCCC2)c2ccccc2)no1 (stereo unspecified) was read as AmpC inh det 11%.
Cc1c(N(C)C)c(=O)n(-c2ccccc2)n1C was read as AmpC inh det 8%.
`CCC(=O)Nc1c(-c2ccc(OC)cc2)c(=O)c2ccccc2n1C` gave AmpC inh det -5%.
`N#Cc1cnc(Nc2nc3ccccc3o2)nc1-c1ccccc1` gave AmpC inh det -3%.
`CC(C)c1nnc(NC(=O)CCC(=O)N2CCN(Cc3ccccc3)CC2)s1` gave AmpC inh det -8%.
Screening CCc1ccc2[nH]c(=O)c(C(c3nnnn3CC3CCCO3)N3CCN4CCCC4C3)cc2c1 (stereo unspecified) returned AmpC inh det 15%.
O=CNCCCc1nc2ccccc2n1Cc1ccccc1 was read as AmpC inh det 2%.

Compounds listed so far with an aryl methoxy group:
COc1ccccc1N1CCN(C(CNC(=O)c2ccco2)c2cccnc2)CC1 (stereo unspecified) was read as AmpC inh det 10%.
`CCC(=O)Nc1c(-c2ccc(OC)cc2)c(=O)c2ccccc2n1C` gave AmpC inh det -5%.

Next compounds:
COc1ccc(N2C(=O)C3CCCN3C2c2cc(OC)c(OC)cc2OC)cc1 (stereo unspecified) was read as AmpC inh det 5%.
For Cc1cc(C)n(-c2nc3c(c(=O)[nH]c(=O)n3C)n2CC(O)COc2ccccc2)n1 (stereo unspecified) the results were AmpC inh det -1%.
Screening COc1ccc(NC(=O)c2cnc3sccn3c2=O)cc1OC returned AmpC inh det 12%.
For CCCCOC(=O)COc1cc(C)cc2oc(=O)c3c(c12)CCC3 the results were AmpC inh det -7%.
CCOC(=O)N1CCN(C(=O)C2CCCN(S(=O)(=O)c3cccnc3)C2)CC1 (stereo unspecified) was read as AmpC inh det 14%.
Screening COC(=O)C(C(=O)Nc1ncccn1)C1CCCCCC1 (stereo unspecified) returned AmpC inh det -4%.
`O=S(=O)(NCC(c1cccnc1)N1CCN(c2ccc(F)cc2)CC1)c1ccccc1` (stereo unspecified) gave AmpC inh det -2%.
CCCCN(CC)Cc1c(C)[nH]c2ccccc2c1=O was read as AmpC inh det -4%.
O=C(c1ccc(N2CCCCS2(=O)=O)cc1)N1CCN(c2ccc(N3CCOCC3)nn2)CC1 was read as AmpC inh det 12%.
CCOC(=O)N1CCc2c(sc(NC(=O)c3ccc(Cl)s3)c2C(N)=O)C1 was read as AmpC inh det 16%.
For O=C(NCCCc1ccccc1)c1ccccc1O the results were AmpC inh det -4%.
`O=C(/C=C/c1ccc(O)c(O)c1)OC1C[C@](O)(C(=O)O)C[C@@H](O)[C@H]1O` (stereo partly specified) gave AmpC inh det 8%&8%.
O=C(NCCCN1CCCC1=O)c1cncc(Br)c1 was read as AmpC inh det 13%.
Screening COc1ccccc1-c1c(C#N)c(SCC(=O)N2CCCC2)nc(C)c1C(N)=O returned AmpC inh det -2%.
Screening Cc1noc(C(=O)N2CC3(C)CC2CC(C)(C)C3)c1Cl (stereo unspecified) returned AmpC inh det 2%.
For O=S(=O)(c1cccs1)N1CCN(CC(O)COC2CCCc3ccccc32)CC1 (stereo unspecified) the results were AmpC inh det 10%.
`CCOC(=O)CC1=C(C(=O)OCC)C(c2ccc(C)o2)C(C#N)=C(N)O1` (stereo unspecified) gave AmpC inh det -3%.
Screening CC(C)=C[C@H]1[C@@H](C(=O)Oc2ccccc2C(C)C)C1(C)C returned AmpC inh det 14%[5.75 µM].
For O=C(CCCn1c(=O)c2sccc2n(CC(=O)OCc2ccccc2)c1=O)NCc1ccco1 the results were AmpC inh det 9%.
For COc1ccc(OC)c(C(=O)CSc2nnc(Cc3cccs3)n2C)c1 the results were AmpC inh det -3%.
`Cn1c(C(=O)Nc2ccc3c(c2)OCCO3)cc2sccc21` gave AmpC inh det -5%.
Screening C=C(C)[C@H]1CN[C@H](C(=O)O)[C@@H]1CC(=O)O returned AmpC inh det -4%.
`Nc1nonc1-c1noc(CCCCCN2C(=O)c3ccccc3C2=O)n1` gave AmpC inh det -3%.
Screening CCOC(=O)CSc1nnc(CNC(=O)c2cccs2)n1-c1cc(C)ccc1C returned AmpC inh det 9%.
`CCc1c(C(=O)Nc2ccncc2)csc1C` gave AmpC inh det -2%.
CCOC(=O)N1CCC(NC(=O)c2ccc(NC(=O)C3CCCO3)cc2)CC1 (stereo unspecified) was read as AmpC inh det -2%.
Screening O=C(NCc1ccccc1)C1C2C=CC3(CN(Cc4cccnc4)C(=O)C13)O2 (stereo unspecified) returned AmpC inh det 2%.
For COc1ccc(S(=O)(=O)Nc2nncs2)cc1 the results were AmpC inh det -6%.
COc1cccc(-c2ccc3ncnc(NCCN4CCOCC4)c3c2)c1 was read as AmpC inh det 8%.
For CCOc1ccccc1OCCCCCc1c(C)n[nH]c1C the results were AmpC inh det 4%.
For O=C(CS(=O)(=O)c1ccccc1)Nc1nc(-c2ccccc2)cs1 the results were AmpC inh det -5%.
Screening COC(=O)c1c(NC(=O)c2cccs2)sc2c1CCC(C)C2 (stereo unspecified) returned AmpC inh det 4%.
O=C(c1cc(-c2ccccc2)nc2ccccc12)N1CCC2(CC1)OCCO2 was read as AmpC inh det -4%.
Screening CC(=O)Cc1nsc(NC(=O)c2c(-c3ccccc3Cl)noc2C)n1 returned AmpC inh det -6%.
COc1cccc(OCc2nc3ccccc3c(=O)n2N)c1 was read as AmpC inh det -1%.
`CCCCn1nnnc1NCc1cc(OC)c(OC)cc1OC` gave AmpC inh det -2%.
COc1cccc(-c2nccc(NCc3ccc(OC)cc3OC)n2)c1 was read as AmpC inh det 4%.
Screening N#C/C(=C\c1ccc(O)c(O)c1)C(=O)NCCCCc1ccccc1 returned AmpC inh det -8%.
`COc1ccc(-c2cnn(-c3ccccc3)c2N)cc1OC` gave AmpC inh det 0%.
`NC(=O)c1cc(N2CC2)c([N+](=O)[O-])cc1[N+](=O)[O-]` gave AmpC inh det 0%.
O=C(NCCC(=O)N1CCNC1=O)OCc1ccccc1 was read as AmpC inh det 0%.
For Cc1ccnc(NC(=O)CN(C)S(=O)(=O)c2cccc3nsnc23)c1 the results were AmpC inh det -11%.
COc1cccc(C(c2nnnn2Cc2ccccc2)N2CCN(C(=O)c3ccco3)CC2)c1OC (stereo unspecified) was read as AmpC inh det 30%.
`Cn1cccc1C(=O)Nc1nc(-c2ccccn2)cs1` gave AmpC inh det -2%.
Screening CCN(CC)C(=O)c1cn(C)c(=O)c2cc(OC)c(OC)cc12 returned AmpC inh det -1%.
`Cc1nnc(SC(C)C(=O)Nc2ccc(S(=O)(=O)N3CCCCC3)cc2)s1` (stereo unspecified) gave AmpC inh det 9%.
Cc1cc(NC(=O)CN2CCCC2c2nc3ccccc3s2)no1 (stereo unspecified) was read as AmpC inh det -3%.
Screening COC(=O)c1ccccc1NC(=O)CSc1nnc(-c2ccoc2C)n1C returned AmpC inh det -3%.
`CC(=O)C1=C(C)Nc2ncnn2C1c1ccc(Cl)cc1Cl` (stereo unspecified) gave AmpC inh det -2%.
For O=C(c1oc(=O)c2ccccc2c1-c1ccccc1)N1CCN(C2CCCCC2)CC1 the results were AmpC inh det 5%.
C=CCn1cnc2c(c1=O)c1nc3ccccc3nc1n2/N=C/c1cccc(OC)c1OC was read as AmpC inh det -7%.
`COc1ccccc1C(=O)NCCCN1CCCC1=O` gave AmpC inh det -4%.
CCOC(=O)N1CCC2(CC1)C(C#N)=C(N)Oc1n[nH]c(CSc3ccc(C)cc3)c12 was read as AmpC inh det -4%.
O=C1OC(=O)c2ccccc21 was read as AmpC inh det 7%.
CCCNC(=O)C1CCN(c2nc(C)cc(C)n2)CC1 was read as AmpC inh det 14%.
`COc1ccc(NC(=S)Nc2ccccc2)cc1` gave AmpC inh det -1%[5.75 µM].
`O=C(c1ccccc1NS(=O)(=O)c1cccs1)N1CCCC1` gave AmpC inh det -1%.
Screening COCCn1c(=O)c(-c2ccccc2)nc2cnc(N3CCOCC3)nc21 returned AmpC inh det 0%.
COc1ccc(N2C(=O)CSC2c2cccc(F)c2)c(OC)c1 (stereo unspecified) was read as AmpC inh det 3%.
O=C(NC(=O)c1cccc(F)c1)OC[C@@H]1CCCN2CCCC[C@H]12 was read as AmpC inh det 9%.

An excerpt from above in order of number of heavy atoms, highest first.
For CC[C@H](C)[C@@H]1O[C@]2(CC[C@@H]1C)C[C@H]1C[C@H](CC=C(C)[C@@H](O[C@H]3C[C@H](OC)[C@H](O[C@H]4C[C@H](OC)[C@H](O)[C@H](C)O4)[C@H](C)O3)[C@@H](C)C=CC=C3CO[C@@H]4[C@@H](O)C(C)=C[C@H](C(=O)O1)[C@@]34O)O2 the results were AmpC inh det -6%.
`CC(C)c1nnc(NC(=O)CCC(=O)N2CCN(Cc3ccccc3)CC2)s1` gave AmpC inh det -8%.
CCOC(=O)N1CCc2c(sc(NC(=O)c3ccc(Cl)s3)c2C(N)=O)C1 was read as AmpC inh det 16%.
Cc1cc(NC(=O)CN2CCCC2c2nc3ccccc3s2)no1 (stereo unspecified) was read as AmpC inh det -3%.
Screening CCN(CC)C(=O)c1cn(C)c(=O)c2cc(OC)c(OC)cc12 returned AmpC inh det -1%.
O=C(NCCCN1CCCC1=O)c1cncc(Br)c1 was read as AmpC inh det 13%.
Cc1c(N(C)C)c(=O)n(-c2ccccc2)n1C was read as AmpC inh det 8%.

(listing goes on)
For O=C1OCCC1N1C(=O)c2ccccc2S1(=O)=O (stereo unspecified) the results were AmpC inh det -2%.
CCn1c(SCC(N)=O)nc2c1c(=O)n(C)c(=O)n2C was read as AmpC inh det 13%.
`O=C(NCCN1C(=O)C2C3C=CC(C3)C2C1=O)Nc1ccc(Br)cc1` (stereo unspecified) gave AmpC inh det 14%.
`CCC(=O)Nc1c(C#N)c2nc3ccccc3nc2n1-c1ccccc1C` gave AmpC inh det -4%.
`O=C(COC(=O)c1cn(-c2ccccc2)nc1-c1cccs1)NC1CC1` gave AmpC inh det -6%.
Screening CCOc1ccc(OCC)c(NC(=O)CSc2nc3cccnc3n2C)c1 returned AmpC inh det -2%.
Screening Cc1cc(NC(=O)CSc2nnc(CNc3ccc(F)cc3)n2C2CCCCC2)no1 returned AmpC inh det -1%.
Screening Cc1ccccc1-c1nnc(SCC(=O)Nc2ccc3c(c2)OCCO3)n1N returned AmpC inh det -2%.
Cc1ccc(N=Nc2c(O)c3ccccc3[nH]c2=O)c(S(=O)(=O)N(C)C)c1 was read as AmpC inh det -3%[5.75 µM].
`O=C(c1cc2ccccc2oc1=O)N1CCC2(CC1)OCCO2` gave AmpC inh det -2%.
Cc1noc(NS(=O)(=O)c2ccc(NC(=O)c3ccoc3C)cc2)c1C was read as AmpC inh det -2%.
For O=[As](O)(O)c1ccc(N=Nc2ccc([As](=O)(O)O)cc2)cc1 the results were AmpC inh det -3%[5.75 µM].
Screening COC(=O)c1cc(NCc2cccs2)ccc1N1CCOCC1 returned AmpC inh det 15%.
O=S(=O)(Nc1nc2ccccc2[nH]1)c1ccccc1 was read as AmpC inh det 12%.
`O=C(Cn1c(=O)oc2cc(S(=O)(=O)N3CCc4ccccc43)ccc21)N1CCCCC1` gave AmpC inh det 6%.
O=C(Nc1ccc([N+](=O)[O-])cc1Cl)c1cc(Cl)ccc1O was read as AmpC inh det -1%[12.8 µM].
Screening CCOCCn1c(=O)c2c(nc3n2CCN3c2ccc(C)cc2)n(C)c1=O returned AmpC inh det -2%.
For COc1ccc(OCCCC(=O)Nc2nnc(C3CCCO3)s2)cc1 (stereo unspecified) the results were AmpC inh det -6%.
For CC(C)N(C(=O)NC(=O)NCC1CCCO1)S(C)(=O)=O (stereo unspecified) the results were AmpC inh det -5%.
C#CC(C)(C)NC(=O)CSc1nc2c(c(=O)n(C)c(=O)n2C)n1CCCC was read as AmpC inh det 10%.
CCN(CCNC(=O)CS(=O)(=O)Cc1nc(-c2cccc(OC)c2)oc1C)c1ccccc1 was read as AmpC inh det -5%.
For CC1=CC(=C2C(=O)c3ccccc3C2=O)C=C(C)N1C the results were AmpC inh det -2%.
`CC1CCc2nn(CC(=O)NCCN3CCOCC3)cc2C1` (stereo unspecified) gave AmpC inh det 6%.
For CC(C)OCCCNC(=O)c1c(N)n(Cc2cccs2)c2nc3ccccc3nc12 the results were AmpC inh det 15%.
For COc1ccc2[nH]cc(CCN=C3SCC(=O)N3C)c2c1 the results were AmpC inh det 12%.
Cc1cccc(NC(=O)c2cccnc2)c1 was read as AmpC inh det 0%.
Screening C=CCn1c(SCC(=O)NCc2cccs2)nnc1C1CCCCC1 returned AmpC inh det -4%.
Screening COC(=O)CSc1ccc2c(N)c(C(=O)OC)sc2c1 returned AmpC inh det -4%.

Compound activity from PubChem BioAssay.
